Assay outcomes as filed in PubChem.
PPC-1+TRAIL kill: kills PPC-1 cancer cells in the presence of TRAIL; 220,000 compounds, 0.41% hits; AID 1443; PPC-1 cells + TRAIL, ATPLite viability luminescence; cell killing (% activity), % at 4 µM;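 active = cell killing above 50% in the first pass at 4 µM, then a duplicate retest at 5 µM averaging 50% or more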;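 note: plate controls were cells with TRAIL plus DMSO for no effect and medium-only wells lacking cells for full effect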
Calpain2 inh: inhibitors of pig calpain II; purified calpain II, fluorogenic peptide substrate, 30 min; inhibition, % at 16 µM; 220,000 compounds, 0.37% hits;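 active = inhibition above about 50%, limit read from the data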
TbHK1 inh: blocks Trypanosoma brucei hexokinase 1 activity | inhibition, % at 10 µM | recombinant TbHK1, G6PDH-coupled NADH A340 | AID 1430 | 220,000 compounds, 0.11% hits;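 active = inhibition of 50% or more in the single-dose primary screen; inactive = inhibition below 50%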
Thrombin inh: blocks human thrombin protease activity | alpha-thrombin, Boc-VPR-AMC fluorogenic substrate cleavage | inhibition, % at 5 µM | 220,000 compounds, 0.26% hits | AID 1046;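 active = inhibition at or above 40%; inactive = inhibition below 40%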;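 note: 0% = enzyme with no compound and 100% = wells without enzyme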
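Material: human alpha-thrombin protein; Also added: Boc-VPR-AMC substrate, 15 µM final; Timing: enzyme reaction carried out at room temperature; Signal: fluorescence, ex 355 nm, em 460 nm; Measure: % inhibition of thrombin; Controls: enzyme without compound as high, wells lacking enzyme as low.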
KCC2 mod: KCC2 (human) Cl- transport modulation | 190,000 compounds, 2.2% hits | Q9H2X9 | AID 1456 | KCC2 cells, thallium flux FluoZin-2 fluorescence | B-score of Tl+ flux slope (higher = more flux/activation; lower = inhibition) at 10 µM;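 active = thallium flux slope and its plate-corrected score both differing from the plate sample mean at a set confidence after two filtering rounds, in either direction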;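 note: slope of fluorescence scaled to starting intensity during 10 to 20 s after thallium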
TRPN1 ag: activates the zebrafish TRPN1 channel; HEK293 zebrafish TRPN1-YFP, Fluo-8 calcium fluorescence; 100% = response to 87 µM carbachol; activation, % at 3 µM; 220,000 compounds, 0.18% hits;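 active = activation above its plate's cutoff, the mean activation of test wells on that plate plus 3 SD, cut at about 19% in these data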;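 note: 0% = DMSO alone and 100% = 87 µM carbachol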
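Control set: carbachol 87 µM as high control, DMSO as low control; system: HEK293 stable line with zebrafish TRPN1-YFP; read-out: % activation versus carbachol response; detection: intracellular calcium fluorescence with Fluo-8; doses: single test compound dose, 3 µM nominal, 0.3% DMSO; schedule: dye 1 h 37 °C plus 30 min RT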
Furin inh: blocks human furin protease activity | purified furin, fluorogenic substrate cleavage | 220,000 compounds, 0.061% hits | inhibition, % at 30 µM; in the data active = inhibition above about 25%; note: inactives centre near -15
TRPML3 ag: agonists of human TRPML3 channel. Q8TDD5. HEK293 TRPML3-YFP, Fluo-8 calcium fluorescence; 100% = the carbachol control signal. 220,000 compounds, 0.29% hits. activation, % at 3 µM;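 active = activation above its plate's cutoff, the mean activation of the plate's test wells plus 3 SD, cut at about 12% in these data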;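 note: 0% = DMSO only wells and 100% = carbachol wells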
Target sequence (Q8TDD5 whole entry, looked up): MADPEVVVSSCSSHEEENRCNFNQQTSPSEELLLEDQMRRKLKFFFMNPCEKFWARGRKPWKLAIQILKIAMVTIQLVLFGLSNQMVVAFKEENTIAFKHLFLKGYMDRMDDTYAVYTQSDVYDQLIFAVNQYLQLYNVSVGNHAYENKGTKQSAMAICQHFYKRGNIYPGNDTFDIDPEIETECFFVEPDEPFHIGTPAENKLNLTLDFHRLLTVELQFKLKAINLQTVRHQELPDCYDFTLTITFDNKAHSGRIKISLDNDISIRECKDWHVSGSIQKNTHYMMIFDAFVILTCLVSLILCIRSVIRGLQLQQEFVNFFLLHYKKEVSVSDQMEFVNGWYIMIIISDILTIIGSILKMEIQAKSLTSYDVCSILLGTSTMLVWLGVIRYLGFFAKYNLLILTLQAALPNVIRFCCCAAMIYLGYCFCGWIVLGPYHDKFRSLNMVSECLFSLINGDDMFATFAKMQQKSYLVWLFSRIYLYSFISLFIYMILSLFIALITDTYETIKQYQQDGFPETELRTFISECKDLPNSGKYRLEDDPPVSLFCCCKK
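Test system: HEK293 cells stably carrying human TRPML3-YFP; Doses: single dose, 3 µM final nominal compound, 0.3% DMSO final; Schedule: dye loading 1 h 37 °C then 30 min ambient, 125 s read; Technique: Fluo-8 calcium fluorescence; Benchmarks: high control carbachol 87 µM, low control DMSO.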
EBV gp42 inh: EBV gp42 inhibition; inhibition, % (tested at 21.74 µM); Q1HVG2; Fluorescence polarization binding assay, mP read-out; 220,000 compounds, 0.42% hits; in the data active = inhibition above about 50%
Target sequence (Q1HVG2 whole entry, looked up): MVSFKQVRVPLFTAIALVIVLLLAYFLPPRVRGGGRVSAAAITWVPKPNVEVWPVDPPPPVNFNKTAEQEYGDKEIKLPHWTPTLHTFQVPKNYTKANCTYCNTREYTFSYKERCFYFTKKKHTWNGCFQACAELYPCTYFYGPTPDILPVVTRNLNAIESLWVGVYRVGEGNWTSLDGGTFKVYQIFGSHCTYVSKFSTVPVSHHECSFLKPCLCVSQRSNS
An asterisk follows results filed as active; i = inactive; · = not tested or not shown; [ ] = dose if it differs, or a comment.

(1) COc1ccc(S(=O)(=O)N(C)c2ccc(C(=O)NC3CCCC3)cc2)cc1
(2) Nc1cc(=O)[nH]c(SCC(=O)Nc2cc([N+](=O)[O-])ccc2Cl)n1
(3) Cc1csc(Sc2ccc(C(=O)OCC(=O)Nc3ccc(F)cc3[N+](=O)[O-])cc2[N+](=O)[O-])n1
(4) COc1ccc(S(=O)(=O)N2CCN(S(=O)(=O)c3ccc4c(c3)OCCO4)CC2)cc1C
(5) COc1ccc(NC(=O)Nc2cccc(C(F)(F)F)c2)cn1
(6) Fc1ccc(C2CC(c3ccco3)=NN2c2ccccc2)cc1 (stereo not drawn)
(7) CCNc1oc(COc2cccc(C)c2)nc1C#N
(8) Cc1cc(NC(=O)c2ccccc2[N+](=O)[O-])ccc1Br
(9) O=[N+]([O-])c1ccc(OCC(O)CN(CCO)CCO)cc1 (stereo not drawn)
(10) CCOc1ccc(C(=O)NC2CCN(S(C)(=O)=O)CC2)cc1

screen / no.	1	2	3	4	5	6	7	8	9	10
PPC-1+TRAIL kill	24.6	2.4	5.4	-18.4	14.2	23.2	-0.7	7.2	4.0	4.2
Calpain2 inh	-2.7	4.2	10.1	-7.7	19.7	-93.9	-2.5	43.5	2.7	-11.1
TbHK1 inh	3.9	-5.6	-10.6	-12.7	1.8	-2.5	3.6	4.0	15.9	4.5
Thrombin inh	2.8	3.1	0.7	-2.4	-1.4	-11.2	-7.1	-4.8	1.0	-1.2
KCC2 mod	-1.3	-0.233	-0.813	0.551	-0.564	·	-0.285	-0.176	1.89	0.996
TRPN1 ag	1.3	0.4	1.1	0.9	13.1	-0.8	-1.1	-1.7	0.6	1.3
Furin inh	-31.9	-16.7	-10.5	-8.0[20 µM]	-27.1	-38.6[20 µM]	-15.7[20 µM]	-10.5	-6.5	-20.5
TRPML3 ag	0.2	0.0	1.4	1.1	11.1	0.6	-0.3	-0.4	0.8	-0.1
EBV gp42 inh	-10.8	-1.7	-4.8	-6.8	1.0	-11.9	-20.4	-0.8	-20.7	-4.9

(11) COc1cc(C(=O)Nc2sc3c(c2C(=O)NCc2ccco2)CCCC3)cc(OC)c1OC
(12) CC(=O)N/C(N)=N/c1nc2cc(C)ccc2o1
(13) CCOCCCNCc1ccc(OCc2ccccc2Cl)cc1
(14) Cc1sc(N2C(=O)C3C4C=CC(C4)C3C2=O)c(C#N)c1C (stereo not drawn)
(15) Cc1ccc(-n2cc(CNC(C)c3cnn(C)c3)c(-c3ccc(F)cc3)n2)cc1 (stereo not drawn)
(16) Cc1cc(NC(=O)Cn2c(=O)n(Cc3ccccc3)c(=O)c3ccccc32)no1
(17) COc1ccc(-c2csc(NC(=O)COC(=O)Cc3ccc(Cl)cc3Cl)n2)cc1
(18) Cc1ccc(-n2c(Cn3ncc4ccccc4c3=O)n[nH]c2=S)cc1
(19) CCOCCCNC(=O)C(=O)NCCCOCC
(20) CCOC(=O)CNC(=O)c1sc(NC(=O)c2cccc(F)c2)nc1C

screen / no.	11	12	13	14	15	16	17	18	19	20
PPC-1+TRAIL kill	-1.3	1.7	19.0	29.5	18.3	17.4	34.6	13.6	14.2	26.8
Calpain2 inh	i	-9.6	-2.4	-9.7	-6.0	-23.0	0.8	34.0	0.1	7.7
TbHK1 inh	-25.8	-4.0	0.8	10.9	10.5	-2.4	7.7	6.6	22.1	-35.9
Thrombin inh	3.7	-3.5	-1.9	-0.9	-14.3	2.7	-10.5	-1.1	-5.5	1.8
KCC2 mod	-0.925	-0.202	0.00277	-0.758	1.33	·	0.306	1.16	1.07	0.00728
TRPN1 ag	0.7	-1.1	-0.4	-0.5	1.1	-0.1	-1.1	-0.1	0.7	1.0
Furin inh	-23.5[20 µM]	-15.5	-22.3	-11.9	-7.4	-22.4	7.7	-6.1	-32.3	-22.3[20 µM]
TRPML3 ag	0.2	0.4	1.1	0.9	1.6	-0.1	-0.2	0.2	0.7	0.3
EBV gp42 inh	-19.3	-5.8	-16.4	2.4	-0.6	-14.6	1.9	8.7	-2.6	-22.1

In the list so far, these contain an aryl thioether with sulfur outside any ring:
(2) Nc1cc(=O)[nH]c(SCC(=O)Nc2cc([N+](=O)[O-])ccc2Cl)n1
(3) Cc1csc(Sc2ccc(C(=O)OCC(=O)Nc3ccc(F)cc3[N+](=O)[O-])cc2[N+](=O)[O-])n1

screen / no.	2	3
PPC-1+TRAIL kill	2.4	5.4
Calpain2 inh	4.2	10.1
TbHK1 inh	-5.6	-10.6
Thrombin inh	3.1	0.7
KCC2 mod	-0.233	-0.813
TRPN1 ag	0.4	1.1
Furin inh	-16.7	-10.5
TRPML3 ag	0.0	1.4
EBV gp42 inh	-1.7	-4.8

Values by screen from above.
KCC2 mod for entries 12–17: -0.202, 0.00277, -0.758, 1.33, ·, 0.306
Furin inh for entries 12–17: -15.5, -22.3, -11.9, -7.4, -22.4, 7.7
PPC-1+TRAIL kill for entries 12–17: 1.7, 19.0, 29.5, 18.3, 17.4, 34.6

(further entries)
(21) O=C(CN1CCOCC1)Nc1ncc(Cc2cccc(Cl)c2Cl)s1
(22) Cc1nc(-c2ccccn2)nc(SCC(=O)N2CCOCC2)c1Cl
(23) CN(c1ccc(C(=O)NCC2CCCO2)cc1)S(=O)(=O)c1ccccc1 (stereo not drawn)
(24) CCOC(=O)c1ccc(Nc2nnc(C(C)(C)C)c(=O)[nH]2)cc1
(25) O=C(Cc1cccs1)N1CCN(S(=O)(=O)c2ccccc2)CC1
(26) Cn1nnnc1NCc1c(F)cccc1Cl
(27) COCCn1c(C(=O)N2CCCC2)cc2c1C[C@H]1CN(C(=O)c3ccccc3)[C@@](Cc3ccc(F)cc3)(C(=O)OC)[C@@H]21
(28) COc1ccc(CCNC(=O)COc2nsnc2N2CCOCC2)cc1OC
(29) COc1ccc(-c2cc(C(F)(F)F)n3nc(C(=O)N4CCOCC4)nc3n2)cc1
(30) COc1ccc(Cn2c(=O)c3c(nc(NCCO)n3C)n(C)c2=O)cc1

screen / no.	21	22	23	24	25	26	27	28	29	30
PPC-1+TRAIL kill	26.0	18.5	5.2	24.0	9.4	5.4	-0.2	2.4	1.3	-0.3
Calpain2 inh	-19.1	8.9	3.9	23.3	-19.9	-3.1	-52.7	-9.1	-92.4	17.5
TbHK1 inh	-4.1	-4.7	2.3	2.6	-11.9	-3.7	-2.4	6.7	-47.0	4.0
Thrombin inh	-1.0	1.2	-2.3	1.6	-15.4	0.8	-0.2	-1.8	-5.7	-6.8
KCC2 mod	-0.143	0.368	0.132	·	0.38	2.01	-0.502	0.42	-0.606	0.255
TRPN1 ag	4.6	0.3	1.0	0.7	0.6	-0.8	2.2	1.1	-0.7	0.5
Furin inh	-17.5	-15.9	-23.1	-29.4	-13.3	-23.0[20 µM]	-15.6	-27.0	-10.6[20 µM]	-21.0
TRPML3 ag	1.4	0.8	0.9	-0.1	0.7	0.5	1.4	-0.1	-0.3	0.7
EBV gp42 inh	-8.2	-11.7	-6.3	-26.1	-1.1	-23.6	-6.2	81.7*	-17.0	-14.0

(31) COC(=O)c1sccc1NC(=O)COc1ccc(Cl)cc1
(32) COc1ccccc1C(=O)NCC(=O)OCc1csc(-c2ccccc2)n1
(33) COc1cccc(NC(=O)Nc2cc(NC(=O)Nc3cccc(OC)c3)c(C)nc2C)c1
(34) COc1cc(CNCCc2ccc(S(N)(=O)=O)cc2)ccc1OCC(=O)N1CCCCC1
(35) COc1ccc2nc(NC(=O)C3COc4ccccc4O3)sc2c1 (stereo not drawn)
(36) CN(Cc1cccnc1)Cc1cn(Cc2ccccc2)nc1-c1ccc2c(c1)OCO2
(37) COC(=O)C12CC3CC(C1)CC(n1cnc(Cl)n1)(C3)C2
(38) CSc1nc2nc(C(F)(F)F)cc(-c3ccccc3)n2n1
(39) CCOC(=O)c1c(NC(=O)CSc2nc3cc(Cl)ccc3s2)sc(C(C)=O)c1C
(40) CCN1C(=O)N/C(=C/c2ccc(C)o2)C1=O

screen / no.	31	32	33	34	35	36	37	38	39	40
PPC-1+TRAIL kill	-2.0	-0.1	-2.2	-20.7	14.7	1.1	3.9	-4.9	9.0	17.7
Calpain2 inh	5.1	6.0	-48.0	-17.7	11.3	-15.7	-17.7	i	-70.1	-16.1
TbHK1 inh	0.4	-7.0	-9.5	7.3	-3.2	-2.1	3.3	-29.0	-10.7	-27.3
Thrombin inh	-9.2	-2.6	-11.6	-6.5	-5.7	-9.4	1.8	-6.1	-1.0	-5.8
KCC2 mod	0.143	0.00365	-1.47	0.651	1.11	-0.313	0.978	0.00453	2.86	-0.101
TRPN1 ag	-0.7	-0.8	-0.4	2.0	-0.9	-0.7	-0.7	-1.0	-2.0	1.3
Furin inh	-23.0	-27.4	-13.1	-21.5	-18.3	-29.5	-22.8[20 µM]	-16.4[20 µM]	-9.5	3.0
TRPML3 ag	0.6	-0.1	0.4	2.0	-0.7	-0.1	-0.1	-0.3	0.8	0.9
EBV gp42 inh	5.5	-14.3	5.8	-21.0	4.8	-3.1	-3.1	-12.1	-56.4	-10.5

(41) CC(C)c1ccc(C2C3CSCC=C3C(C#N)=C(N)C2(C#N)C#N)cc1 (stereo not drawn)
(42) COc1cccc2sc(N(CCN(C)C)C(=O)/C=C/c3cccs3)nc12
(43) COc1ccc(-c2csc(N3CCN(Cc4ccc5c(c4)OCO5)CC3)n2)cc1
(44) COc1ccc(/C=N/NC(=O)Cn2c(Cc3ccc(OC)c(OC)c3)nc3ccccc32)cc1
(45) COc1ccccc1NC(=O)CSc1nc(O)cc(=O)n1C
(46) Cn1c(SCC(=O)N2CCCC2)nnc1-c1cnccn1
(47) CCOC(=O)NNc1ccc2nonc2c1[N+](=O)[O-]
(48) Cc1cc(C)n(C(N)=NC(=O)c2ccc([N+](=O)[O-])cc2)n1
(49) COC(=O)Nc1ccc(SCC(=O)c2ccc(Cl)cc2)cc1
(50) Cc1ccc(NC(=O)COC(=O)c2ccc([N+](=O)[O-])s2)c(C)c1
(51) Cc1nc2nc(CSc3nc4ccccc4s3)cc(=O)n2[nH]1
(52) Cc1cnc(NC(=O)CCCSc2nc3ccccc3s2)s1

screen / no.	41	42	43	44	45	46	47	48	49	50	51	52
PPC-1+TRAIL kill	-2.3	8.7	23.1	-9.5	-14.0	2.3	2.5	20.2	14.9	6.9	37.4	-8.3
Calpain2 inh	-99.8	-35.5	-9.8	14.8	28.4	-27.9	43.1	-1.8	2.3	4.6	-2.4	-13.4
TbHK1 inh	-11.7	-20.5	5.3	-2.7	6.3	-5.9	-2.8	-17.5	-2.5	-0.3	5.1	-2.9
Thrombin inh	5.3	1.2	-2.4	0.4	-5.3	-7.8	-5.8	1.3	-10.1	1.3	-0.4	0.1
KCC2 mod	·	0.44	-0.675	0.399	1.28	0.893	12.7*	-1.1	-0.0373	0.0555	·	-0.599
TRPN1 ag	2.3	2.5	0.3	-0.8	-0.4	2.1	0.4	-0.5	-1.4	-0.7	0.3	0.1
Furin inh	-17.5[20 µM]	-13.5	1.9[20 µM]	-8.8	-15.4[20 µM]	-18.5	-13.0	-10.0	-7.4	-7.0	-9.8	-17.9
TRPML3 ag	1.4	1.5	0.6	-0.6	0.1	0.6	1.1	0.7	0.3	0.2	0.4	-0.2
EBV gp42 inh	-27.2	1.1	-4.0	-4.1	-1.0	-8.6	-2.0	-21.7	9.5	-41.9	-12.6	-8.8
